# PREPL inhibitor: inhibitors of human prolyl oligopeptidase-like enzyme PREPL | inhibition, % at 5.96 µM | Q4J6C6 | recombinant PREPL, fluorescence polarization activity-based probe | actives 0.68% (n = 320,000) | AID 2751; in the data active means inhibition above about 43%;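 further: 0% = enzyme with DMSO and 100% = wells lacking enzyme; many of its hits are not listed in these tables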
# PAFAH1B3 inh: PAFAH1B3 (human) inhibition; Q15102; recombinant PAFAH1B3, FP-rhodamine probe, fluorescence polarization; inhibition, % at 3.39 µM; actives 0.28% (n = 340,000);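 active means inhibition above the screen-wide average of all tested compounds plus 3 SD, cut at about 25% in these data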;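 further: 0% = enzyme with DMSO only and 100% = wells lacking PAFAH1B3 protein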
# Target sequence (Q15102 whole entry, looked up): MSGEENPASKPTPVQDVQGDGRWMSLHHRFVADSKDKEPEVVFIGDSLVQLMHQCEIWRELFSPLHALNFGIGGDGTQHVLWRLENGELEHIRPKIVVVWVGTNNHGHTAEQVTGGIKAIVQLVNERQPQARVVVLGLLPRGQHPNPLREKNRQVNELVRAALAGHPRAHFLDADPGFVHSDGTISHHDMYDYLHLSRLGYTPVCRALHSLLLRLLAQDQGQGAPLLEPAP
# PAFAH1B2 inh: blocks human PAF acetylhydrolase 1b catalytic subunit 2 | P68402 | recombinant PAFAH1B2, FP-rhodamine activity probe, fluorescence polarization | inhibition, % at 3.39 µM | actives 1.2% (n = 340,000) | AID 492953;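 active means inhibition above the mean of all tested compounds plus 3 SD, cut at about 24% in these data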;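 further: 0% = enzyme with DMSO and 100% = wells lacking PAFAH1B2; many of its hits are not listed in these tables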
# PAD4 inh: inhibitors of human PAD4. Q9UM07. recombinant PAD4, RCA probe fluorescence polarization. inhibition, % at 6.36 µM. actives 0.41% (n = 330,000). AID 485272;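 active means percent inhibition above a cutoff equal to the mean of all tested compounds plus 3 SD, cut at about 15% in these data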;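 further: 0% = PAD4 with RCA probe and DMSO and 100% = probe without PAD4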
# LYPLA2 inh: counter-screen for PME1 inhibitors: inhibitors of human LYPLA2 | inhibition, % at 5.9 µM | AID 2177 | O95372 | recombinant LYPLA2, FP-Rh probe fluorescence polarization | actives 0.38% (n = 320,000);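 active means inhibition above the screen-wide mean plus 3 SD, limit set per campaign, cut at about 26% in these data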;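 further: 0% = LYPLA2 with DMSO and 100% = wells lacking LYPLA2 enzyme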
# PME-1 inh: blocks human protein phosphatase methylesterase 1; Q9Y570; recombinant PME-1, FP-Rh probe fluorescence polarization; inhibition, % at 5.9 µM; actives 0.53% (n = 320,000);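 active means inhibition above the campaign mean of all compounds plus 3 SD, cut at about 26% in these data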;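 further: competitive labeling of PME-1 active site by serine hydrolase directed probe; 0% = PME-1 with DMSO and 100% = wells lacking PME-1 enzyme; inhibitors block probe labeling so polarization falls and inhibition rises; many of its hits are not listed in these tables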
# pPAFAH FP inh: inhibitors of human plasma PAF acetylhydrolase (pPAFAH). recombinant pPAFAH, FP-rhodamine probe fluorescence polarization. actives 1.5% (n = 330,000). Q13093. AID 463082. inhibition, % at 3.39 µM;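 active means inhibition above the mean inhibition across the screen plus 3 SD, cut at about 25% in these data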;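 further: inhibitors block binding of the rhodamine activity-based probe so polarization drops; 0% = enzyme with DMSO and 100% = wells lacking pPAFAH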
# Target sequence (Q13093 whole entry, looked up): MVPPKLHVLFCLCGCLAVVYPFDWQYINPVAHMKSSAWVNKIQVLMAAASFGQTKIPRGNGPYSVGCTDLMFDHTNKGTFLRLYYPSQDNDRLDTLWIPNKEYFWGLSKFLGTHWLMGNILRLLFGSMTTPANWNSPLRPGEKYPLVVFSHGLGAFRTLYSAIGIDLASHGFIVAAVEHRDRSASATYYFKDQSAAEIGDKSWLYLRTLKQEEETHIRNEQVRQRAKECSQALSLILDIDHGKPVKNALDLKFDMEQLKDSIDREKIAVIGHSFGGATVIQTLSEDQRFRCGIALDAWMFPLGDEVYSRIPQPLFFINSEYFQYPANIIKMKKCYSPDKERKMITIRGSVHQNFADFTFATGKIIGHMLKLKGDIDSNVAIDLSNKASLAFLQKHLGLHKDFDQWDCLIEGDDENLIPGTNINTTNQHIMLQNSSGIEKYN
# GSTO1 inh: blocks human GSTO1 in RBBP9 counter-screen. P78417. recombinant GSTO1, activity-based probe fluorescence polarization. inhibition, % at 5.96 µM. actives 1.1% (n = 300,000). AID 1974;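 active means inhibition above the campaign mean inhibition plus 3 SD, cut at about 35% in these data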;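 further: 0% = GSTO1-1 with DMSO and 100% = wells lacking GSTO1-1 enzyme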
# Target sequence (P78417 whole entry, looked up): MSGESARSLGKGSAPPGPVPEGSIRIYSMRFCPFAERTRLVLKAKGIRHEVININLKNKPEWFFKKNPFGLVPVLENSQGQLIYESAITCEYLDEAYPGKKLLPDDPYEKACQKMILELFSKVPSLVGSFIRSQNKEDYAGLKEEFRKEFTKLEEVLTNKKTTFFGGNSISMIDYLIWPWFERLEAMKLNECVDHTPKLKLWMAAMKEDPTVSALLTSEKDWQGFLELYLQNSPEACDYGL
# LYPLA1 inh: blocks human lysophospholipase 1, a PME1 counter-screen. actives 0.16% (n = 320,000). recombinant LYPLA1, FP-Rh probe fluorescence polarization. inhibition, % at 5.9 µM. O75608;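 active means inhibition above the mean of all tested compounds plus 3 SD, set per campaign, cut at about 14% in these data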;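 further: inhibitors block serine hydrolase probe labeling of LYPLA1 so polarization falls; 0% = enzyme with DMSO and 100% = wells lacking LYPLA1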
# * hit, by the source's call; nt = not tested or not shown. Not all compounds are listed, so the mix of outcomes need not match the whole.
SMILES,PREPL inhibitor,PAFAH1B3 inh,PAFAH1B2 inh,PAD4 inh,LYPLA2 inh,PME-1 inh,pPAFAH FP inh,GSTO1 inh,LYPLA1 inh
O=C(CCn1c(=S)[nH]c2ccccc2c1=O)Nc1ccc(F)cc1,-7,5,2,-1,-8,-4,0,-4,1
Cc1ccc2nsnc2c1NC(=O)c1ccc([N+](=O)[O-])o1,-10,5,-2,-10,5,0,6,0,1
CCN(c1ccccc1)S(=O)(=O)c1cccc(C(=O)OCc2nc3sc(C)c(C)c3c(=O)[nH]2)c1,2,-10,1,1,-20,-12,1,3,-9
CC(C)CN1CCC(C(=O)NCC2CCCO2)CC1 (centres undefined),11,6,-2,3,-7,4,3,1,-5
CCOC(=O)C(C)N1C(=O)S/C(=C/c2cc(C)n(-c3ccncc3)c2C)C1=O (centres undefined),2,0,-8,6,7,-6,6,7,4
OCCNCC(O)Cn1c2ccccc2c2ccccc21 (centres undefined),22,3,3,-3,-1,1,0,8,1
CNC(=S)NNC(=O)c1sc2cc(C(F)(F)F)cnc2c1-c1ccccn1,14,-6,4,3,-1,-4,4,-4,0
CC1Cc2ccccc2N1C(=O)CSc1ncccc1C(=O)O (centres undefined),8,4,11,0,3,-3,3,-1,0
CC1CC1C(=O)OCC(=O)Nc1cccc([N+](=O)[O-])c1 (centres undefined),4,1,6,-1,6,-3,-1,-5,2
CC(C)OCCCNC(=O)CN1C(=O)COc2ccc(S(=O)(=O)N3CCCCCC3)cc21,0,0,4,-1,-3,-2,3,1,0
CN(C(=O)COC(=O)c1ccc(S(=O)(=O)N2CCCC2)cc1)c1ccccc1,-1,-3,3,-6,0,-1,3,9,-1
CN(C)c1ccc(NC(=O)CN2CCc3ccccc3C2)cc1,33,5,0,-4,3,1,10,15,3
CCCCN(CC)Cc1c(C)[nH]c2ccccc2c1=O,-4,7,5,4,11,-5,0,-1,4
CNS(=O)(=O)c1cc(-c2nnc(N3CCOCC3)c3ccccc23)ccc1C,3,1,4,-5,5,4,4,2,3
N/N=C(\c1ccccc1)c1cc(Br)ccc1N,6,3,7,-3,-1,7,1,-2,-2
CC(=O)c1cccc(-n2c(CCC(=O)O)ccc2-c2ccc(C)cc2)c1,2,9,0,-4,-2,-6,9,-1,2
O=C(NCc1ccccn1)C(=O)NCC(c1ccco1)N1CCOCC1 (centres undefined),-7,3,3,-4,-4,-8,6,8,-3
CC(C)(C)c1ccc(-c2nc(C=O)c3ccccn23)cc1,7,3,4,-1,0,6,4,6,0
CCn1cc(C(=O)NCc2cccc(F)c2)c(=O)c2cc(F)c(N3CCN(C(=O)c4ccco4)CC3)cc21,-27,-6,3,-1,-8,-11,1,-10,-10
CCN1C(=O)/C(=C2\C=Cc3cc(C)ccc3N2CC)OC1=S,7,7,2,-2,-2,-5,5,-3,0
COc1ccc(S(=O)(=O)N(C)C[C@H]2Oc3ccc(NC(=O)CCC(F)(F)F)cc3C(=O)N([C@H](C)CO)C[C@@H]2C)cc1,12,4,7,-1,nt,nt,4,nt,nt
CN(C)CCNC(=O)Cn1ccc2cc(S(=O)(=O)N3CCCCCC3)ccc21,0,4,2,4,-3,0,-1,0,2
Cc1cc(C(=O)O)c(C)n1Cc1ccncc1,18,0,3,2,8,-2,1,-10,2
C=CCn1c(SCC(=O)Nc2ccccc2)nnc1-c1cccc(S(=O)(=O)N2CCOCC2)c1,-3,-1,4,-3,0,-1,3,-7,1
CC1CCCCC1NC(=O)C1CCN(C(=O)NC2CCCCC2)CC1 (centres undefined),-3,-3,9,-5,7,-2,3,-6,0
Cc1cc(C)nc(SCc2ccc(C(=O)N/N=C3\CCCC(=O)C3)cc2)n1,5,10,11,-4,4,2,5,5,-5
CC(C)(C)OC(=O)[C@H](Cc1ccccc1)NC(=O)c1nc[nH]c1C(=O)N1CCN(C(=O)OC(C)(C)C)CC1,2,-1,2,2,4,2,7,-1,2
Cc1ccc(NC(=O)c2cnc(SCC(=O)NCC3CCCO3)n(C)c2=O)cc1 (centres undefined),-1,-8,-4,7,-20,-23,-2,-18,-9
Cn1c(=O)c2sccc2n2c(CCCC(=O)N3CCN(c4ccccn4)CC3)nnc12,10,2,3,2,4,0,7,-3,3
CCn1cc[n+](C)c1P(c1ccccc1)c1ccccc1,14,0,3,6,4,1,-4,5,0
CC(O)(CS(=O)(=O)Cc1ccc(Cl)cc1)C(=O)Nc1cccc(C(F)(F)F)c1 (centres undefined),-11,11,1,-3,2,-1,1,7,-1
Cc1ccc(S(=O)(=O)n2[nH]c(=O)cc2N)cc1,2,2,14,-3,2,2,7,9,2
Cc1cccc(OCCCC(=O)Nc2ccc3c(c2)OCO3)c1,2,7,1,-3,-1,0,12,1,-3
CC(C)(CCl)C(=O)Nc1ccc(Sc2ccc(F)cc2)cc1,12,4,10,-1,-2,8,4,-2,-6
COc1ccc(CCNC(=O)C(=O)NCc2ccccn2)cc1,-1,10,4,-3,6,1,5,5,3
COc1ccc(C(=O)Nc2ccc(N3CCCC3)cc2)cc1Br,15,11,9,2,0,-3,10,-1,-2
COCCCNC(=O)Cn1c(=O)n(Cc2ccc(F)cc2)c(=O)c2sccc21,10,2,2,-3,-5,4,6,5,-1
CCN(C(=O)CSc1cc(C)c2ccccc2n1)C1CCS(=O)(=O)C1 (centres undefined),-11,4,3,0,-6,5,4,-12,-2
COc1cccc(N/N=C(\C#N)S(=O)(=O)C(C)(C)C)c1,9,nt,nt,-1,-6,-4,5,-1,-2
CCOC(=O)c1c(NC(=O)COC(=O)c2ccccn2)sc2c1CCC2,3,8,-2,7,-3,-7,4,3,-4

# Compound profiles, as listed above. Order of values: PREPL inhibitor, PAFAH1B3 inh, PAFAH1B2 inh, PAD4 inh, LYPLA2 inh, PME-1 inh, pPAFAH FP inh, GSTO1 inh, LYPLA1 inh
# `Cc1cccc(OCCCC(=O)Nc2ccc3c(c2)OCO3)c1` is listed with 2, 7, 1, -3, -1, 0, 12, 1, -3
# `CC(C)(CCl)C(=O)Nc1ccc(Sc2ccc(F)cc2)cc1` is listed with 12, 4, 10, -1, -2, 8, 4, -2, -6
# `COCCCNC(=O)Cn1c(=O)n(Cc2ccc(F)cc2)c(=O)c2sccc21` is listed with 10, 2, 2, -3, -5, 4, 6, 5, -1

# Going on with the list.
SMILES,PREPL inhibitor,PAFAH1B3 inh,PAFAH1B2 inh,PAD4 inh,LYPLA2 inh,PME-1 inh,pPAFAH FP inh,GSTO1 inh,LYPLA1 inh
COc1ccccc1N1C(=NC(=O)CCC2CCCC2)SC2CS(=O)(=O)CC21 (centres undefined),-3,5,3,0,-4,4,3,-8,-4
Nc1ccnn1-c1ccccc1,0,0,-4,-6,-1,-13,1,13,0
NC(=O)C1CNc2ccccc2O1 (centres undefined),18,10,-1,1,0,-3,-2,5,0
COc1ccccc1CC(Cc1nc2ccccc2[nH]1)c1nc2ccccc2[nH]1 (centres undefined),7,3,4,-4,-4,-4,-7,-6,-4
O=C(Nc1ccccc1)Oc1cccc(Br)c1,-5,-1,2,-1,0,-2,3,-7,-5
CC(C)=NOc1nc(N(C)C)nc(N2CCOCC2)n1,13,nt,nt,-1,-4,3,-6,-7,-2
Brc1ccc([C@H]2CN3CCSC3=N2)cc1,-24,3,3,-4,0,-10,6,12,1
CCS(=O)(=O)N1Cc2ccccc2CC1C(=O)N(C)CC(=O)Nc1ccc(OC)cc1 (centres undefined),3,5,1,0,0,1,0,nt,-2
Cc1nc(SCC(=O)Nc2ccccc2C(F)(F)F)c2c(=O)n(C)c(=O)n(C)c2n1,18,12,-3,5,3,-1,0,5,-2
O=C(CCc1ccccc1O)NC1CCCc2ccccc21 (centres undefined),4,-3,0,0,-2,2,4,6,-4
Cn1ncc([N+](=O)[O-])c1C(=O)NC1CCCCC1,-4,11,7,4,4,-2,3,-4,0
COc1cc(NC(=O)CN(C)S(=O)(=O)c2ccc3c(c2)CC(C)N3C(C)=O)cc(OC)c1 (centres undefined),15,-1,-1,-5,-4,0,6,-8,3
COc1ccc(N2CCN(C(=O)CCCNC(=O)Cn3cnc4sc(C)c(C)c4c3=O)CC2)cc1,-3,0,2,0,-1,3,2,6,-2
CCOC(=O)c1sc(NC(=O)c2ccco2)c(C#N)c1C,-2,-2,3,1,5,-2,9,6,-1
CC(C)(C)c1ccc(C(=O)NN=C2CCCC2)cc1,18,8,8,-5,1,-3,1,9,3
CCN1C(=O)CSc2ccc(C(=O)NCc3ccccc3)cc21,18,7,1,0,7,-1,0,7,9
CCOC(=O)N1CCN(C(=O)CCN2C(=O)COc3ccc(C)cc32)CC1,19,-2,0,-1,-5,3,78*,-3,0
CCCNC(=S)N1CCC(C(=O)c2ccc3c(c2)OCCO3)CC1,7,13,8,2,12,4,6,9,-2
CSc1ccccc1C(=O)Nc1nc2ccccc2[nH]1,5,6,2,-10,-2,0,-4,6,2
Cc1ccccc1NS(=O)(=O)c1ccc(C(=O)N(C)CC(=O)Nc2ccccc2Br)cc1,10,1,7,-7,nt,nt,17,nt,nt
CC(C)Oc1ccc(Cn2c(-c3ccco3)n[nH]c2=S)cc1,20,-2,1,0,0,-9,9,3,2
COc1cc(CO)ccc1Oc1nc2ccccc2n2cnnc12,5,-5,-1,1,0,-5,2,9,-3
CCC(CC)c1nc(C#N)c(NCc2ccccc2)o1,12,3,8,3,1,4,4,1,0
COc1cc(OC)c(OC)cc1/C=C/C(=O)c1ccc(NS(=O)(=O)c2ccc(C)cc2)cc1,20,6,9,-1,-17,17,24,-2,-11
COc1ccc(NC(=S)N2CCN(C/C=C/c3ccccc3)CC2)cc1OC,33,6,3,-2,10,-2,-1,5,-1
NC(=O)C1CCN(C(=O)c2cc(S(=O)(=O)N3CCOCC3)c(Cl)cc2Cl)CC1,-1,4,-2,0,2,3,3,2,-2
CCN(CC)C(=O)Cn1cc(S(=O)(=O)CC(=O)NCCc2ccc(OC)c(OC)c2)c2ccccc21,-8,0,-1,-3,8,-5,1,2,1
O=S(=O)(c1cccc(Br)c1)N1CCN(S(=O)(=O)c2ccc3c(c2)OCCO3)CC1,18,4,5,1,nt,nt,0,nt,nt
C=CCOC(=O)C1C(=O)CC(C)(O)C(C(=O)OCC=C)C1c1ccc(OCC)cc1 (centres undefined),8,-2,1,6,-3,-6,-7,5,-1
CCN(CC)S(=O)(=O)c1ccc(Cl)c(C(=O)Nc2cccnc2)c1,4,8,-5,5,2,-3,2,5,0
CCOc1ccccc1NC(=S)Nn1cnnc1,-6,3,0,4,-2,-4,2,13,-4
CC(NC(=O)COc1ccccc1)C(c1cccs1)N1CCCC1 (centres undefined),-9,10,1,5,3,5,0,9,0
C/C(=N\NC(=O)c1cc2ccccc2cc1O)c1ccc2c(c1)OCO2,21,-2,7,0,7,14,55*,1,-8
Cc1cc(CNC(=S)Nc2ccc(Br)cc2Cl)nn1C,-5,2,4,-2,12,1,4,16,1
Cc1c(C(=O)N2CCc3ccccc3C2)oc2ccc(S(=O)(=O)N3CCCCCC3)cc12,-8,12,4,-3,5,-9,3,-85,1
O=C(c1cn(-c2ccc(Cl)c(Cl)c2)nn1)C1CC1,0,4,-1,-2,0,0,1,10,-1
CCC(C)[C@H](NC(=O)OC(C)(C)C)C(=O)NCC1CCC(C(=O)N[C@@H](Cc2ccccc2)C(=O)O)CC1 (some centres undefined),2,1,4,-1,0,-1,9,6,1
O=C(O)c1cc([N+](=O)[O-])ccc1NCc1ccccc1Cl,19,7,20,4,11,0,7,6,4
O=C(c1ccncc1)c1nccn1-c1ccccn1,3,5,1,-5,5,3,-1,4,2

# High-throughput results (PubChem BioAssay)
